Bioassay records as filed in PubChem.
SRC3 TRFRET art: counter-screen for PPARgamma SRC-3 recruitment agonists: TR-FRET artefact | PPARgamma/SRC-3 format; stronger effect = higher value | TR-FRET ratio at 8 µM | 99,000 compounds, 0.39% hits | AID 1048; in the data active = TR-FRET ratio above about 2000; note: inactives centre near 1600; reference of the scale not given here
SRC1 TRFRET art: flags TR-FRET format artefacts in PPARgamma SRC-1 recruitment agonist screen | AID 1051 | TR-FRET detection artefact counter-screen, emission ratio; stronger effect = higher value | TR-FRET ratio at 8 µM | 99,000 compounds, 0.34% hits; in the data active = TR-FRET ratio above about 2300; note: inactives centre near 1800; reference of the scale not given here
Starred values were filed as active, the others as inactive.

The first 2 entries as a preview:
SMILES	SRC3 TRFRET art	SRC1 TRFRET art
CCN(CC)S(=O)(=O)c1ccc(O)c(NC(=O)c2ccc(N3CCOCC3)c([N+](=O)[O-])c2)c1	1499	1829
COc1ccccc1OCC(=O)Nc1ccccn1	1593	1756

The list itself, repeating the preview:
SMILES	SRC3 TRFRET art	SRC1 TRFRET art
CCN(CC)S(=O)(=O)c1ccc(O)c(NC(=O)c2ccc(N3CCOCC3)c([N+](=O)[O-])c2)c1	1499	1829
COc1ccccc1OCC(=O)Nc1ccccn1	1593	1756
O=C(Nc1ccc(-c2cn3c(n2)SCC3)cc1)c1ccc2ccccc2n1	1486	1852
COc1ccc(N(CC(=O)Nc2ccc(OC)cc2OC)S(=O)(=O)c2ccccc2)cc1	1400	1671
CC(=O)OCC1(C)CN(c2ccccc2)N(C(=O)c2ccc(C(C)(C)C)cc2)C1=O (centres undefined)	1550	1932
CN(C(=O)CSc1nnc(-c2c[nH]c3ccccc23)o1)C1CCS(=O)(=O)C1 (centres undefined)	1561	1885
O=C(Cn1nc(-c2ccccc2F)ccc1=O)Nc1ccc(S(=O)(=O)N2CCCCCC2)cc1	1494	1698
O=c1cc(N2CCOCC2)cnn1-c1ccccc1	1572	1703
C/C(=N\NC(=O)c1cccs1)c1cccnc1	1588	1668
Clc1ccccc1Cc1noc(CN2CCN(c3cnccn3)CC2)n1	1678	1791
COC(=O)c1c(C)[nH]c(C(=O)OCC(=O)NC(C)(C)C)c1C	1723	1755
COc1cc(C(=O)Nc2cc(C(F)(F)F)ccc2N2CCOCC2)ccc1O	1558	1917
Cn1c(CO)cnc1SCc1ccc(F)cc1	1647	1771
Cc1ccc(NC(=O)Cn2c(O)c(N=NC(=O)c3ccncc3)c3ccccc32)cc1	1450	1693
Cc1ccccc1-n1c(=O)cc(N2CCc3ccccc3C2)[nH]c1=O	1545	2064
CC(C)CC(=O)Nc1ccc(C(=O)NN2C(=O)c3ccccc3C2=O)cc1	1484	1779
CCCC/C=C1\CCc2c([nH]c3ccccc23)C1=O	1452	1946
COC(=O)c1c(NC(=O)CSc2nnc(C)c(=O)[nH]2)sc(C)c1C	1636	1663
Cc1[nH]c2ccccc2c1C(=O)C(=O)N1CCCc2ccccc21	1556	1765
Cc1ccc(-c2nnc(Oc3ccc(NC(=O)c4ccccc4)cc3)c3ccccc23)cc1	1691	1874
NC(=O)CN1CCN(C(=O)Nc2ccccc2)CC1	1532	1858
COc1ccc(Nc2nc(N)nc(CSC(=S)N3CCCCC3)n2)cc1	1692	1416
O=C(CC1C(=O)NCCN1Cc1ccc(-c2ccccc2)cc1)NCc1ccccc1 (centres undefined)	1815	1618
CC(C)(C)c1nnc(N/N=C/c2ccc(Br)cc2)n(N)c1=O	1653	1929
Cc1ccc2cc(/C=N/NC(=O)c3ccccc3O)c(Cl)nc2c1	1802	1728
CN(C)C(=O)c1cc(C(=O)c2ccccc2Cl)c[nH]1	1522	1752
COc1ccc(NC(=O)C2CCCN(S(=O)(=O)c3c(C)[nH]c(=O)[nH]c3=O)C2)cc1Cl (centres undefined)	1425	1820
COc1cc(CN2CCNC(=O)C2CC(=O)NCc2csc(C(C)C)n2)cc(OC)c1 (centres undefined)	1562	1838
CCCC(=O)Nc1nc(-c2ccccc2)ns1	1465	1969
COc1ccc(N(CC(=O)Nc2ccc(C(N)=O)cc2)S(=O)(=O)c2ccc(C)c([N+](=O)[O-])c2)cc1	1610	1912

Looked up by compound from the list above (three):
SMILES	SRC3 TRFRET art	SRC1 TRFRET art
CC(C)(C)c1nnc(N/N=C/c2ccc(Br)cc2)n(N)c1=O	1653	1929
COc1cc(CN2CCNC(=O)C2CC(=O)NCc2csc(C(C)C)n2)cc(OC)c1 (centres undefined)	1562	1838
O=C(CC1C(=O)NCCN1Cc1ccc(-c2ccccc2)cc1)NCc1ccccc1 (centres undefined)	1815	1618

Additional results
SMILES	SRC3 TRFRET art	SRC1 TRFRET art
Cc1c(C(=O)N2CCN(CCc3ccccc3)CC2)oc2ccccc12	1294	1578
COC(=O)c1ccc(/C=N/NC(=O)CC(=O)NCc2cccnc2)cc1	1597	1647
CCOC(=O)C1(C/C(C)=N/NC(N)=O)CC(C)(C)OC1=O (centres undefined)	1599	1720
COc1ccc(NC(C)=O)cc1NC(C)c1nc2sc(C)c(C)c2c(=O)[nH]1 (centres undefined)	1623	1850
COc1cc2c(cc1NC(=O)CN(C)Cc1ccc(OC)c(OC)c1)oc1ccccc12	1560	1815
Cc1ccc(N2C(=O)C3C(C(=O)c4ccccc4)=NN(c4ccccc4)C3C2=O)cc1 (centres undefined)	1702	1811
O=C1CC(c2ccc(O)cc2)Oc2cc(O)cc(O)c21 (centres undefined)	1620	1572
CCOc1ccc(N(CC(=O)N/N=C/c2ccc(OC(C)C)cc2)S(C)(=O)=O)cc1	1535	1722
Cc1[nH]nc2c1-c1nc3ccccc3nc1C(C)(C)C2	1752	1808
COc1ccccc1-c1ccc(/C=C2/C=C(C)OC2=O)o1	1810	1792

Among those listed so far, these contain two or more sulfur atoms.
SMILES	SRC3 TRFRET art	SRC1 TRFRET art
CN(C(=O)CSc1nnc(-c2c[nH]c3ccccc23)o1)C1CCS(=O)(=O)C1 (centres undefined)	1561	1885
COC(=O)c1c(NC(=O)CSc2nnc(C)c(=O)[nH]2)sc(C)c1C	1636	1663
COc1ccc(Nc2nc(N)nc(CSC(=S)N3CCCCC3)n2)cc1	1692	1416

Further results
SMILES	SRC3 TRFRET art	SRC1 TRFRET art
Cc1cc(CSc2ccccc2)ccc1NC(=O)c1ccc(Br)cc1	1475	1822
Cc1oc(/C=N/NC(=O)CN(c2ccccc2Cl)S(C)(=O)=O)cc1Br	1401	1801
O=C(NN=C(Cc1ccccc1)Cc1ccccc1)c1ccccc1F	1447	1628
CCOC(=O)C1CCN(C(=O)Cc2ccccc2OC)CC1	1416	1724
CCOC(=O)c1cc(C(=O)n2cc(Cl)cn2)nn1C	1394	1903
CN(C)N1C(N)=C(C#N)C(c2cccc3ccccc23)C2=C1CC(c1ccccc1)CC2=O (centres undefined)	1352	1740
Cc1cc(C(=O)NC2CCCc3ccccc32)no1 (centres undefined)	1526	1910
COc1ccc(NC(=O)C2(c3ccccc3)CCCC2)cc1	1705	1906
CC(C)Cn1c(=S)[nH]c2cc(Cl)ccc21	1678	1884
c1ccn2cc(-c3ccc4c(c3)OCCO4)nc2c1	1574	2057
COc1ccc(C/C(C)=N/NC(=S)Nc2ccccc2)cc1	1596	1862
CC[n+]1oc(-c2ccccc2)cc1C	1705	1959
COC(=O)c1ccc(CSc2nnc(N)s2)o1	1387	1684
CCN=C1SC(C(=O)Nc2cc(Cl)cc(Cl)c2)CC(=O)N1CC (centres undefined)	1827	1907
COc1cc2cc(CN(CCc3cccc(C)c3)C(=S)NCCCN3CCOCC3)c(=O)[nH]c2cc1OC	1661	1931
Cc1cc(C)nc(NC(=NCCc2c[nH]c3ccccc23)NC(=O)Nc2cccc([N+](=O)[O-])c2)n1	1292	1823
Cc1cc(NC(=O)CN2C(=O)NC(CCc3ccccc3)C2=O)no1 (centres undefined)	1407	1588
O=C1c2cccc3cccc(c23)C(=O)N1CCCSc1ncn[nH]1	1487	1557
N/C(=N\OC(=O)c1cccc2ccccc12)c1ccc(Br)cc1	1842	1608
CC(C)n1cc(/C=N/NC(=O)COc2cccc3cccnc23)c2ccccc21	1584	1584
Cc1ccc(NC(=O)CSc2ccccc2NC(=O)c2ccccc2Cl)cc1Cl	1580	1794
COC(=O)c1ccc(/C=C2\N=C(SC)SC2=O)cc1	1609	1936
Cc1nnc(NC(=O)C2CCCN2S(=O)(=O)c2ccc(Cl)cc2)s1 (centres undefined)	1652	1750
Cc1ccc(OCC(=O)Nc2ccc(N3CCN(C(=O)c4ccco4)CC3)cc2)cc1	1833	2033
COc1cc2cc(CN(CCCN3CCOCC3)C(=O)Nc3ccccc3F)c(=O)[nH]c2cc1OC	1779	1689
Cc1cc(C)c(C(=O)Cn2nc(C)c([N+](=O)[O-])c2C)cc1C	1189	1894
Cc1ccc(C(=O)OCC(=O)NCC(F)(F)F)cc1C	1491	1911
CC(=O)Nc1cccc(NC(=O)CSc2ccc(-c3cccnc3)nn2)c1	1666	1669
Cc1ccc(NC(=O)Cn2nc(-c3ccccc3)nc2-c2ccccc2)c(C)c1	1673	1889
COC(=O)c1c(C)[nH]c(C(=O)CC#N)c1C	1504	1665
COc1ccc(CCNC(=O)C(=O)NCCOc2ccccc2Cl)cc1OC	1440	1936
CCCc1cc(=O)oc2cc(C)c(CN3CCCC3)c(O)c12	1508	1910
CCOC(=O)C1(Cc2cccc(Cl)c2)CCCN(C(=O)CCOC)C1 (centres undefined)	1542	1678
Cc1cc(C)c2nc(-c3ccccn3)cc(C(=O)Nc3ccc(S(=O)(=O)Nc4onc(C)c4C)cc3)c2c1	1453	1583
CC1(C)CC(=O)C2=C(C1)NC(=O)CC2c1ccc(N(CCC#N)CCC#N)cc1 (centres undefined)	1489	1926
COc1ccc(CN2C(=O)c3ccccc3C2=O)cc1C(=O)Nc1ccccc1N1CCOCC1	1572	1852
Cc1cccc(OCCNC(=O)CSc2ccc(C(F)(F)F)cc2[N+](=O)[O-])c1	1485	1708
COc1ccc(-n2c(Cc3cccn3C)nnc2SCC(=O)NC2CCCCC2)cc1	1601	1853
CCOc1cc(/C=N/NC(N)=O)cc(Br)c1OCc1ccccc1F	1695	1620
Cc1ccccc1NC(=O)Cn1c(=O)n(Cc2ccccc2)c(=O)c2c(C)c(C)sc21	1816	2041
Cn1c(=O)c(C(=O)CN2CC(=O)Nc3ccccc32)c(N)n(Cc2ccccc2)c1=O	1450	1645
Brc1ccc(OCCOc2cccc3cccnc23)cc1	1635	1847
CC1=C(C(=O)OCc2ccccc2)C(c2ccc3ccccc3c2)NC(=O)N1CCCCCC(=O)O (centres undefined)	1512	1593
CCOC(=O)C1Sc2ccccc2NC1=O (centres undefined)	1430	1589
Nc1cc(Br)c(N)c(Br)c1	1546	1832
CCC(=O)NC(Nc1c(C)n(C)n(-c2ccccc2)c1=O)C(Cl)(Cl)Cl (centres undefined)	1534	1758
COc1cc(CN2CCC(N3CCC(C(=O)N4CCCC4)CC3)CC2)cc2c1OCO2	1337	1574
CSc1nc(C)cc(Oc2ccccc2)n1	1735	1795
CCN(CC)C(=O)CSc1ncnc2sc(C)c(C)c12	1823	1899
Cc1ccc(C)c(-c2nc3cc(N)ccc3o2)c1	1795	2212
Next records follow:
SMILES	SRC3 TRFRET art	SRC1 TRFRET art
OCC1(Cc2ccccc2)CCN(C2CCN(c3ccccc3F)CC2)CC1	1603	1710
O=[N+]([O-])c1ccc(CN2CCSCC2)cc1	1537	1706
O=C(C1CCN(S(=O)(=O)N2CCOCC2)CC1)N1CCN(c2ccc(F)cc2)CC1	1576	2101
Cc1ccc(-c2nnc3ccc(SCC(=O)N4CCCc5ccccc54)nn23)cc1	1767	2110
O=S(=O)(NCC1CCCO1)c1ccc(S(=O)(=O)N(Cc2ccc(F)cc2)Cc2ccccn2)cc1 (centres undefined)	1587	1627
CCN(CC)S(=O)(=O)c1cccc(C(=O)NC(Cc2c[nH]c3ccccc23)c2nnc3n2CCC3)c1 (centres undefined)	1437	1710
O=C(CCl)N(Cc1cccc([N+](=O)[O-])c1)c1cccc(Cl)c1	1598	2004
CC(=O)Oc1ccc(N2C(=O)CC(N3CCOCC3)C2=O)cc1 (centres undefined)	1429	1874
COc1ccc(NC(=O)CCC(=O)OCC(=O)c2ccc(Oc3ccc([N+](=O)[O-])cc3)cc2)cc1	1695	1944
CN/N=C(\Cc1nc2ccccc2[nH]1)c1ccc([N+](=O)[O-])cc1	1642	1928
COC(=O)c1cccc(NC(=O)CSc2nnc(C)n2Cc2ccccc2)c1	1512	1865
NS(=O)(=O)c1ccc(CCNC(=O)C(=O)NCC2OCCN2C(=O)c2ccc3c(c2)OCO3)cc1 (centres undefined)	1451	1672
Brc1ccc2[nH]c3nc(SCCN4CCOCC4)nnc3c2c1	1451	1718
COc1c(C(C)C)oc2cc3oc(=O)ccc3cc12	1625	1751
COc1ccccc1NC(=O)/C=C\C(=O)O	1419	1484
CCOc1cc(-c2cc(N)n[nH]2)cc(OCC)c1OCC	1760	1918
CC(=O)Nc1ccc(S(=O)(=O)Nc2cc(C)ccn2)cc1	1511	1568
CCN(CC)S(=O)(=O)c1ccc(NS(=O)(=O)c2ccc(O)c([N+](=O)[O-])c2)cc1	1586	1898
CCCNCc1nnc(-c2ccccc2Cl)o1	1636	1762
C=CCOc1ccc(/C(O)=C2/C(=O)C(=O)N(CCCn3ccnc3)C2c2ccco2)cc1 (centres undefined)	1563	1830

Single entries from above.
`NS(=O)(=O)c1ccc(CCNC(=O)C(=O)NCC2OCCN2C(=O)c2ccc3c(c2)OCO3)cc1` (centres undefined) | SRC3 TRFRET art = 1451
`CCOc1cc(-c2cc(N)n[nH]2)cc(OCC)c1OCC` | SRC3 TRFRET art = 1760
`C=CCOc1ccc(/C(O)=C2/C(=O)C(=O)N(CCCn3ccnc3)C2c2ccco2)cc1` (centres undefined) | SRC3 TRFRET art = 1563

(more compounds)
SMILES	SRC3 TRFRET art	SRC1 TRFRET art
Cc1nn(C)cc1S(=O)(=O)N1CCN(Cc2ccccc2Cl)CC1	1571	1762
CCOC(=O)CN1C(=O)N[C@H](c2ccc(Br)cc2)C(C(C)=O)=C1C	1442	1693
CCC(SC1=N/C(=C/c2ccccc2)C(=O)N1c1ccccc1)C(=O)Nc1cc(C)on1 (centres undefined)	1779	2002
OC1(C2(O)CC(c3ccccc3)ON2)CCCCC1 (centres undefined)	1714	1776
O=C(Nc1cccc(C2OCCCO2)c1)c1cccs1	1664	1999
CN1c2ccsc2/C(=N/Nc2ccccc2)CS1(=O)=O	1742	2232
COc1ccc(S(=O)(=O)N2CCCOC2CNC(=O)C(=O)NCCCn2ccnc2)cc1OC (centres undefined)	1643	1910
CCOCCCNC(=O)C(c1ccccc1)N(Cc1cccs1)C(=O)CNC(C)=O (centres undefined)	1529	1705
CC(C)c1ccc(C(CC(=O)O)NC(=O)c2cccs2)cc1 (centres undefined)	1603	1880
O=C(CN1CCCCCC1)Nc1ccccc1Oc1ccccc1	1547	1982
CCc1ccccc1NC(=O)COc1ccc2oc(-c3ccc(OC)cc3)cc(=O)c2c1	1585	1675

A portion of the library, so the mix of outcomes need not match the whole.
